Screening results (PubChem BioAssay)
12-LOX inh – blocks human arachidonate 12S-lipoxygenase. Potency, µM (titrated, usually from 108 µM), without a hit: at the highest dose activity change, negative = inhibition, hits mostly inhibitors. P18054. purified 12hLO, xylenol orange hydroperoxide absorbance. actives 1.1% (n = 580,000); further: potency means the concentration at half of the fitted maximal effect; on the % scale 0 is the no-effect control and ±100 the full control effect
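Purified human 12hLO (150 nM final) in 25 mM Hepes, 0.01% Triton X-100, pH 7.0 was preincubated 15 min at room temperature with compound. Then 40 uM arachidonic acid was added, 30 min. Hydroperoxide was read by Fe-XO absorbance ratio 573/405 nm.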
Pol iota inh – DNA polymerase iota (human) inhibition. Q9UNA4. actives 1% (n = 390,000). Pol iota fluorescent replication assay, 10 min. Potency, µM (highest dose often 115 µM), inactives show top-dose activity, negative = inhibition, most hits filed as inhibitors. AID 588590; further: potency means the concentration at half of the fitted maximal effect
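Fluorescent replication assay read twice, at 0 min and 10 min after adding 50 nM (final) substrate. Enzyme (10 nM) and compounds were first incubated 15 min at room temperature; enzyme-free buffer wells were negative controls.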
ERG Ets-DNA blk – inhibitors of human ERG Ets domain-DNA interaction; Potency, µM (top dose mostly 76.9 µM), without a hit: at the highest dose FP activity, negative = inhibition, most hits filed as inhibitors; actives 0.028% (n = 370,000); P11308; AID 624246; fluorescence polarization, His-ERG Ets domain / labelled DNA; active means well fitted inhibition curve with a large enough effect in the polarisation, with a control signal flat; inconclusive means small, poorly fitted or top-dose-only effect, or effect the other way, or a change in a side signal; inactive means no such curve, though single readings can be large or run the other way; the % refers to the polarisation;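 further: polarization taken with two DNA probes labelled with fluorescein and Texas red; potency means the concentration at half of the fitted maximal effect; % of control where 0% means no effect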
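His-tagged ERG Ets domain (1 uM in the protein solution; 300mM KCl, 50mM Tris-HCl, 1mM EDTA, 1mM DTT, pH 7.5) received compound, then a probe mix of 5 nM fluorescein-DNA and 100nM Texas-615-DNA. Fluorescence polarization was read for both dyes.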
TRHR agonist – agonists of human TRH receptor. TRHR cells, calcium flux fluo-8, FDSS agonist mode. actives 0.18% (n = 360,000). activation, % at 2 µM; in the data active means activation above about 30%; further: 0% is about no effect
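TRHR-expressing cells loaded with fluo-8 calcium dye; 23 nL library compound pin-transferred, kinetic FDSS fluorescence (Ex 480/Em 530) recorded about 180 s for agonist-induced calcium release, before a 10 nM TRH EC20 addition for potentiator mode.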
POLK inh – DNA polymerase kappa (human) inhibition. actives 0.53% (n = 400,000). Potency, µM (titrated, usually from 107 µM), without a hit: at the highest dose activity, negative = inhibition, hits mostly inhibitors. Q9UBT6. purified Pol kappa, fluorescent DNA synthesis assay, 10 min; further: potency means the concentration at half of the fitted maximal effect; on the % scale 0 is the no-effect control and ±100 the full control effect
Target sequence (Q9UBT6 whole entry, looked up): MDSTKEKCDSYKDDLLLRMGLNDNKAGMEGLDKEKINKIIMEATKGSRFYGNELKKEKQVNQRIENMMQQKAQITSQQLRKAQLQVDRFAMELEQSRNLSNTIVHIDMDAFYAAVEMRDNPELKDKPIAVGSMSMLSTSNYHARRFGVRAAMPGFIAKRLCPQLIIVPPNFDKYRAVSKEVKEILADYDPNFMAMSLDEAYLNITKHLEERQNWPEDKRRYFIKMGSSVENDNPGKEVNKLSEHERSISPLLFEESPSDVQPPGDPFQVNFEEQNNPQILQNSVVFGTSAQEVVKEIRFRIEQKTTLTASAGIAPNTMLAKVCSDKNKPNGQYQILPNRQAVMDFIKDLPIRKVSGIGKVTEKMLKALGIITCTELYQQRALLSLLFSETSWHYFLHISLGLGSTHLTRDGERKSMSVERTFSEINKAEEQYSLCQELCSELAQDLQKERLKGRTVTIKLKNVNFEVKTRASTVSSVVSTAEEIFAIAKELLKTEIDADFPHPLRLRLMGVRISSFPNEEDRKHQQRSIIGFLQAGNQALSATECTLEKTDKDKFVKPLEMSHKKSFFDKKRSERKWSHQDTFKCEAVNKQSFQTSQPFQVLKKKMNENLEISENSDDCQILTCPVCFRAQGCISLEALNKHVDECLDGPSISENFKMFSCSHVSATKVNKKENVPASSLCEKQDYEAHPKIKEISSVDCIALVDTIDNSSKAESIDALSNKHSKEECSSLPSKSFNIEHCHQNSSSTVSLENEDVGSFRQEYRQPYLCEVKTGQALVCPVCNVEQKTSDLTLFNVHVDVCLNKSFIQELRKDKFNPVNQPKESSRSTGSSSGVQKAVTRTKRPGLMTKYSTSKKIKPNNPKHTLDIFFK
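10 nM Pol kappa preincubated 15 min at room temperature with compounds, then reaction started with substrate at 50 nM final. Fluorescence read kinetically at 0 and 10 min; buffer-only wells served as negative control.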
APE1 inh – inhibitors of human APE1 endonuclease | Potency, µM (series often up to 65.8 µM), for inactives: at the top dose activity change, negative = inhibition, actives largely listed as inhibitors | AID 2517 | P27695 | recombinant APE1, TAMRA/BHQ-2 abasic DNA cleavage fluorescence | actives 0.35% (n = 350,000);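 further: potency means the concentration at half of the fitted maximal effect; plate controls were vehicle for no effect and reference inhibitor for full effect; nearly all actives have a fitted effect of over 55% in size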
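APE1 at 0.75 nM final was preincubated with compound 15 min at room temperature, then 50 nM double-stranded THF abasic-site substrate (5'-TAMRA/3'-BHQ-2) was added. Fluorescence (ex 525/em 598 nm) was read kinetically; third-minus-first read gave activity.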
BLM inh – blocks DNA unwinding by human BLM helicase | AID 2528 | actives 0.2% (n = 350,000) | recombinant BLM DNA unwinding, fluorescence dequenching | P54132 | Potency, µM (doses to about 56.1 µM), inactives show at the highest dose activity change, negative = inhibition, hits mostly inhibitors;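 further: potency means the concentration at half of the fitted maximal effect; plate controls were vehicle for no effect and no enzyme for full effect; nearly all actives have a fitted effect of over 35% in size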
Pol beta inh – inhibitors of human DNA polymerase beta; P06746; Pol beta primer extension/strand displacement, fluorescence kinetic; Potency, µM (top dose mostly 114 µM), for inactives: at the highest dose activity change, negative = inhibition, most hits filed as inhibitors; actives 1.3% (n = 340,000); further: potency means the concentration at half of the fitted maximal effect; on the % scale 0 is the no-effect control and ±100 the full control effect
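Curves were derived by four-parameter Hill fits of normalized qHTS data. The kinetic fluorescent primer-extension read was taken at 0 and 10 min after 50 nM substrate, following a 15 min room-temperature preincubation of 10 nM enzyme with compounds.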
Anesthetic bind – binds horse apoferritin like a general anesthetic; actives 0.074% (n = 350,000); P02791; apoferritin/1-aminoanthracene competitive binding, fluorescence; Potency, µM (top dose mostly 77.5 µM), inactives show at the top dose activity change, negative = displacement, usual class: inhibitors; AID 485281; further: potency means the concentration at half of the fitted maximal effect; on the % scale 0 is the no-effect control and ±100 the full control effect; nearly all actives have a fitted effect of over 20% in size
Target sequence (P02791 2-175 limits assumed): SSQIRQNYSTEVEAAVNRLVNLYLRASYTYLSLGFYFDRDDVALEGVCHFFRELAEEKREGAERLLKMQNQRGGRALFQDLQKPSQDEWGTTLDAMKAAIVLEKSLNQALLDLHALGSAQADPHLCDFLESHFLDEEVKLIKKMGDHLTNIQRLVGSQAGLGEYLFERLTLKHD
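Horse-spleen apoferritin (10 uM) was mixed with 50% saturated 1-aminoanthracene in PBS, exposed to compounds for 10 min at room temperature, and read for fluorescence (ex 380 nm, em 535 nm). Competitive displacement was fitted with a four-parameter Hill equation.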
The depositor's hits bear a star; u = inconclusive; x = no result given; & = joins results of further samples; [ ] = remark or other dose. Unless noted, the call rests on the fitted dose curve; in most records, active means well fitted curve in the direction sought with a large enough effect; inconclusive means small, poorly fitted or top-dose-only effect, or another doubt; inactive means no such curve, though single readings can be large; an effect the other way counts as inactive or inconclusive. Some of the compounds tested; count on the stated rates, not on these rows.

SMILES	12-LOX inh	Pol iota inh	ERG Ets-DNA blk	TRHR agonist	POLK inh	APE1 inh	BLM inh	Pol beta inh	Anesthetic bind
Oc1ccc2c3c1O[C@H]1c4[nH]c5c(c4C[C@@]4(O)[C@@H](C2)N(CC2CC2)CC[C@]314)C[C@]1(O)[C@H]2Cc3ccc(O)c4c3[C@@]1(CCN2CC1CC1)[C@@H]5O4	u	x	x	x	-6%[19.4 µM]	0%	5%	x	x
O=C(Nc1nccs1)c1c(O)c2c(n(Cc3ccco3)c1=O)CCCC2	41%[activator]	71%[activator]	-4%	1.4	-25%	-1%	-5%	10%	-3%
Cc1ccsc1C(=O)C1CCCN(Cc2cnc(N(C)C)s2)C1 (stereo unspecified)	x	x	x	0.7	x	-1%	-6%	12%	-18%
O=S1(=O)CC2(N3CCOCC3)CCCCCCC21 (stereo unspecified)	-3%	28%	1%	0.4	-13%	-1%	0%	-16%	-11%
Cc1cccc(NC(=O)N2C[C@H]3C[C@@H](C2)c2cccc(=O)n2C3)c1	13%	10%	-4%	0.2	-9%	14%	-2%	11%	-6%
Nc1c2c(nc3ccccc13)CCN(Cc1ccccc1)C2	u	28%	-11%	18	-21%	-19%	3%	11%	80%[activator]
CCOC(=O)c1ccccc1NC(=O)c1c(O)[nH]c(=O)[nH]c1=O	-17%	-15%	-5%	x	0%	x	x	x	x
O=C1CC(=O)N(c2cccc(C(F)(F)F)c2)C(=O)N1	-1%	-28%	1%	3.8	-18%	-8%	-1%	24%	-3%
Fc1ccc(Cn2nnnc2C(c2ccc(F)cc2)N2CC=C(c3ccc(F)cc3)CC2)cc1 (stereo unspecified)	-11%	29%	-4%	0.9	-16%	27%	-6%	-2%	-5%
CCC(=O)OC1CCC2C3CCC4=CC(=O)CC[C@@]4(C)C3CC[C@]12C (stereo partly specified)	2%[57.4 µM]	x	x	x	u	0%	0%	x	u

The final three entries of the section above open the next one.
SMILES	12-LOX inh	Pol iota inh	ERG Ets-DNA blk	TRHR agonist	POLK inh	APE1 inh	BLM inh	Pol beta inh	Anesthetic bind
O=C1CC(=O)N(c2cccc(C(F)(F)F)c2)C(=O)N1	-1%	-28%	1%	3.8	-18%	-8%	-1%	24%	-3%
Fc1ccc(Cn2nnnc2C(c2ccc(F)cc2)N2CC=C(c3ccc(F)cc3)CC2)cc1 (stereo unspecified)	-11%	29%	-4%	0.9	-16%	27%	-6%	-2%	-5%
CCC(=O)OC1CCC2C3CCC4=CC(=O)CC[C@@]4(C)C3CC[C@]12C (stereo partly specified)	2%[57.4 µM]	x	x	x	u	0%	0%	x	u
COc1ccc(/C=C/C(=O)c2c(O)n(CCC3=CCCCC3)c(=O)[nH]c2=O)cc1	-34%	-1%	9%	-0.2	-6%	2%	-6%	3%	1%
CN(C/N=C(\N)N[N+](=O)[O-])S(=O)(=O)c1ccccc1	0%	33%[activator]	0%	0.4	-5%	-4%	2%	7%	-20%
Nc1ccc2ccccc2c1	u	-13%	-5%	x	-5%	-8%	x	x	x
O=C1NC(c2cc3ccccc3nc2Cl)Nc2ccccc21 (stereo unspecified)	1%	16%	0%	-0.2	-19%	6%	-5%	0%	4%
CN(C)CCN=Cc1c(O)n(Cc2ccco2)c(=O)[nH]c1=O	-1%	3%	5%	0.1	-2%	11%	-4%	-5%	-7%
CCOc1ccc(NC(=O)C(=S)NC2CCCCC2)cc1	9%	83%[activator]	-2%	-0.1	0%	-17%	-5%	-12%	-12%
CC(C)CCC[C@@H](C)[C@H]1CC[C@H]2[C@@H]3C(=O)C=C4C[C@@H](O)CC[C@]4(C)[C@H]3CC[C@]12C	14%	33%[activator]	6%	-0.4	-13%	-1%	x	x	x
COc1ccc(OC)c(NC(=O)N2C[C@H]3C[C@@H](C2)c2cccc(=O)n2C3)c1	-5%	51%[activator]	8%	-0.1	22%	22%	1%	14%	-8%
CNC(=O)O/N=C/c1nn(C(=O)C(C)(C)C)cc1Br	-26%	167%[activator]	-7%	0.3	2%	11%	-3%	33%	-9%
CCNc1ccc(P(=S)(N(C)C)N(C)C)cc1	u	u	-3%	-1.4	8%	3%	-1%	-3%	-10%
c1ccc(C2(N3CCCCC3)CCCCC2)cc1	-12%	53%[activator]	5%	x	14%	31%	x	x	x
CC1CCCC(C)N1C(=O)CSc1nc2c(c(=O)n(C)c(=O)n2C)n1C (stereo unspecified)	-22%	48%[activator]	4%	0.4	12%	64%[activator]	-2%	1%	-2%
CCOC(=O)C(O)(c1ccc(N(CC)C(=O)OC)cc1)C(F)(F)F (stereo unspecified)	0%	-2%	-12%	0.1	4%	14%	-5%	5%	1%
CN1CCN(c2ccc(/C=C3\C(=O)NC(=S)N(c4cccc(Br)c4)C3=O)o2)CC1	u	u	2%	24	-17%	3%	-13%	-5%	6%
Fc1ccccc1CNC1CN2CCC1CC2 (stereo unspecified)	-11%	5%	23%	0.4	-2%	-3%	2%	0%	-2%
C=C1C2C[C@@]3([C@@H]1O)[C@@H](C[C@@H]2O)[C@@]12C4[C@@H]3C[C@@H]1[C@@](C)(CC[C@@H]2O)CN4CC	1%	17%	u	1.5	-22%	25%	x	x	x
C[C@H]1OC[C@@H](C[N+](C)(C)C)O1	u	-19%	6%	41*	-14%	-3%&-3%	-1%	10%	-8%
CCOc1cc(/C=C2\C(=O)NC(=O)N(CCc3ccc(F)cc3)C2=O)ccc1O	u	u	6%	1.9	-9%	0%	-4%	0%	4%
COc1cc(/C=C2\C(=O)NC(=O)N(CCc3ccc(F)cc3)C2=O)ccc1O	u	u	-3%	0.2	-20%	-6%	-1%	0%	-16%
COC(=O)C1=C(c2ccc(OC(F)(F)F)cc2)C[C@@H]2CC[C@H]1N2C(=O)N1CCOCC1	30%	34%[activator]	11%	-0.4	-7%	-4%	x	x	x
O=[N+]([O-])c1ccc(C2C3C(c4ccccc4)=NC4(CCCCC4)N32)cc1 (stereo unspecified)	-11%	14%	-9%	x	2%	5%	-6%	17%	-15%
c1cc2c(cc1C1OCC3C(c4ccc5c(c4)OCO5)OCC13)OCO2 (stereo unspecified)	10%	38%[activator]	9%	x	12%	6%	x	x	x
COc1ccc(CN2CC3CC(C2)c2cccc(=O)n2C3)cc1OC (stereo unspecified)	u	u	1%	-0.5	0%	-4%	-2%	32%	3%
Cn1c(O)c(C(=O)c2ccccc2)c(=O)n(C)c1=O	u	u	-4%	0.2	-15%	-4%	3%	5%	3%
O=c1[nH]c(=S)n(C2CC2)c(O)c1C=NCC1CCCO1 (stereo unspecified)	-120%	1%[58.9 µM]	-1%	0.2	-7%	4%	-4%	27%	1%
CCc1ccc(C(=O)C23CN4CN(CN(C4)C2)C3)cc1	2%	35%[activator]	6%	-0.5	-4%	1%	2%	-8%	5%
CCN1CCN(Cc2ccc(C)cc2C)CC1	u	-2%	-6%	0.1	3%	1%	-2%	6%	-6%
C[C@H]1CCC[C@@H](O)CCC/C=C/c2cc(O)cc(O)c2C(=O)O1	13%&2%	10%[58.9 µM]	-6%	0.9	-14%	-3%	1%	3%	-12%
O=C(O)c1ccc([N+](=O)[O-])c([N+](=O)[O-])c1	u	-6%	-4%	x	-13%	x	x	x	x
N#CCCn1cc(C(=O)Nc2ccc(F)cc2)c(-c2ccc([N+](=O)[O-])cc2)n1	-7%	-8%	0%	2.5	-3%	-3%	-15%	-14%	-3%
Cc1cccc(C)c1NC(=O)CN(C)CC(=O)Nc1ccc(C#N)c(Cl)c1	0%	-7%	2%	0.7	1%	-6%	-3%	19%	-22%
CCCCCCN1CCN(c2ccc(Cl)cc2)CC1	-16%	32%[activator]	-7%	0.2	-4%	-2%	-7%	0%	-7%
CN1CCc2cc(O)c(O)cc2C1Cc1ccc(O)c(O)c1 (stereo unspecified)	x	x	x	x	u	-5%	-7%	x	5%
O=c1[nH]c(=S)n(C2CC2)c(O)c1C=Nc1ccc2c(c1)OCO2	61%[activator]	51%[activator]	-13%	-1.5	7%	u	-25%	-2%	-5%
COc1ccc(C(C)=O)cc1COc1ncnc2ccccc12	-20%	157%[activator]	13%	-1.0	-5%	-1%	-3%	25%	-9%
c1ccc(Nc2ccc3ccccc3c2)cc1	28%	4%	15%	x	-1%	u	x	x	x
Cc1ccc(S(=O)(=O)NCC2CCC(C(=O)NCCCN3CCOCC3)CC2)cc1 (stereo unspecified)	52%[activator]	19%	3%	0.2	-10%	2%	1%	1%	6%
COc1ccc(/C=C/C2=CCN(C)CC2)cc1	-2%	-1%	2%	1.8	-5%	2%	-1%	-1%	-11%
CCOC(=O)C1=C(C)OC(N)=C(C(=O)OC)C12C(=O)Nc1ccc(Br)cc12 (stereo unspecified)	0%	18%	-2%	0.4	-12%	-2%	1%	-11%	-8%
C[C@H]1O[C@@H](OC2CC[C@]3(C=O)[C@H]4CC[C@]5(C)[C@@H](C6=CC(=O)OC6)CC[C@]5(O)[C@@H]4CC[C@]3(O)C2)CC2OC(C)(C)OC21 (stereo partly specified)	129%[activator]	-7%	-6%	1.9	-11%	8%	-3%	17%	1%
O=c1[nH]c(=S)n(-c2cccc(Cl)c2)c(O)c1C=NCCN1CCNCC1	x	20%	4%	0.2	-1%	11%	1%	-2%	3%
COc1ccc(/C=C/C(=O)NC(=S)N2C[C@H]3C[C@H](C2)c2cccc(=O)n2C3)cc1	0%	8%	-1%	-0.2	-6%	-5%	-2%	0%	-10%
